From PubChem
RGS8-Gao = human RGS8-Galphao interaction regulation | P09471 | multiplexed bead flow cytometry, RGS8-Galphao binding; actives lie on both sides | response (percent of control binding), % at 10 µM | 220,000 compounds, 0.34% hits; in the data active = response below about 60% or above about 140%; inactive = in between;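 also: Galphao activated as the GDP aluminium fluoride complex binding bead-coupled RGS8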
Target sequence (P09471 whole entry, looked up): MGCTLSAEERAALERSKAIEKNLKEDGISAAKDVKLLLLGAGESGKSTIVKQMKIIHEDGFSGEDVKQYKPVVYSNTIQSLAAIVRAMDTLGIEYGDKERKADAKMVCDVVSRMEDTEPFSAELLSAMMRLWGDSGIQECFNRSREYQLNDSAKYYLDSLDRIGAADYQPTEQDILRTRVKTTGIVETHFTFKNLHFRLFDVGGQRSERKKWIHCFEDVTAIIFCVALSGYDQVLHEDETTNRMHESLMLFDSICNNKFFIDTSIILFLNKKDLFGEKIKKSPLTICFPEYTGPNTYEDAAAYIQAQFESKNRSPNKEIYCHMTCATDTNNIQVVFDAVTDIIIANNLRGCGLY
Mcl1 Bid PPI = disrupts binding of human Mcl-1 to Bid peptide | TR-FRET Mcl-1/Bid-Dy647 peptide binding, 1536-well | inhibition, % at 21.7 µM | 220,000 compounds, 0.97% hits | Q07820;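 active = compounds that cut the binding signal by more than half at the single screening dose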;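 also: His-tagged Mcl-1 with europium anti-His antibody binding Bid BH3 peptide; 0% = Mcl-1 plus peptide wells and 100% = peptide-only wells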
Target sequence (Q07820 whole entry, looked up): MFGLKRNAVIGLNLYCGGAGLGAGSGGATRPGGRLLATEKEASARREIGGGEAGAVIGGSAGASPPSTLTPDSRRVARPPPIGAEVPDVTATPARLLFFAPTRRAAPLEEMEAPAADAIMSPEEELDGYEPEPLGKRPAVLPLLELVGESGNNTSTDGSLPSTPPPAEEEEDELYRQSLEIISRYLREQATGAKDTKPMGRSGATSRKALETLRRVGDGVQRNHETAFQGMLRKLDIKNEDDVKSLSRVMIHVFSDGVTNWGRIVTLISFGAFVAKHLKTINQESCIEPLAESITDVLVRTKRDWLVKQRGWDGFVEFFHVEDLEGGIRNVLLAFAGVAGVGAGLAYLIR
RGS4-Gao reg = modulates binding of RGS4 to human Galphao | Multiplexed bead flow cytometry; actives lie on both sides | binding response (% of control), % at 10 µM | 220,000 compounds, 0.33% hits | P09471 | AID 1415; in the data active = binding response below about 49% or above about 150%; inactive = in between;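 also: fluorescent Galphao activated with aluminum fluoride binding bead-coupled RGS4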
Mcl-1 Bim block = inhibitors of Bim-Mcl-1 interaction, human; Bead-based flow cytometry, Bim peptide-Mcl-1 binding; inhibition, % at 10 µM; 190,000 compounds, 0.1% hits; AID 1009;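 also: 0% = no compound tracer wells and 100% = peptide blocker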
Bfl-1 Bim block = inhibitors of Bim-Bfl-1 interaction, human; Q16548; Bead-based flow cytometry, Bim-Bfl-1 binding inhibition; inhibition, % at 10 µM; 190,000 compounds, 0.12% hits;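 also: 0% = wells without compound plus tracer and 100% = blocker peptide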
RGS7-Gao reg = regulators of human RGS7-Galphao interaction; Multiplexed bead flow cytometry, RGS7-Galphao binding; actives lie on both sides; P09471; binding response (% of control), % at 10 µM; 220,000 compounds, 0.35% hits; in the data active = binding response below about 49% or above about 150%; inconclusive = no clear call, values can overlap the other calls; inactive = in between;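 also: fluorescent Galphao held in activated GDP-AlF4 state binding bead-coupled RGS7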
Bim-Bcl-XL = human Bim-Bcl-XL interaction inhibition. Q07817. Bim peptide-Bcl-XL binding, bead flow cytometry, fluorescence. inhibition, % at 10 µM. 190,000 compounds, 0.04% hits. AID 1007
Mcl1 Noxa PPI = Mcl-1/Noxa interaction inhibition; Q07820; TR-FRET Mcl-1/Noxa peptide binding, 2 h; inhibition, % at 21.7 µM; 220,000 compounds, 1.5% hits; AID 1022;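 active = compounds that cut the protein-peptide binding signal by more than 50% relative to plate controls in a single-dose test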;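 also: His-tagged Mcl-1 with rhodamine Noxa BH3 peptide and terbium anti-His antibody; 0% = Mcl-1 plus Noxa peptide wells and 100% = peptide-only wells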
Bim-Bcl-B = human Bim-Bcl-B interaction inhibition; Q9HD36; bead-based flow cytometry, Bim peptide-Bcl-B binding; inhibition, % at 10 µM; 190,000 compounds, 0.073% hits; AID 951;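 also: 0% = tracer peptide without compound and 100% = reference inhibitor peptide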
Bim-Bcl-2 = inhibitors of Bim-Bcl-2 interaction, human. inhibition, % at 10 µM. AID 950. 190,000 compounds, 0.06% hits. Bead-based flow cytometry, Bim peptide-Bcl-2 binding; in the data active = inhibition above about 40%; inconclusive = no clear call, values can overlap the other calls;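 also: 0% = no compound wells with probe peptide and 100% = reference peptide inhibitor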
Target sequence (P10415 whole entry, looked up): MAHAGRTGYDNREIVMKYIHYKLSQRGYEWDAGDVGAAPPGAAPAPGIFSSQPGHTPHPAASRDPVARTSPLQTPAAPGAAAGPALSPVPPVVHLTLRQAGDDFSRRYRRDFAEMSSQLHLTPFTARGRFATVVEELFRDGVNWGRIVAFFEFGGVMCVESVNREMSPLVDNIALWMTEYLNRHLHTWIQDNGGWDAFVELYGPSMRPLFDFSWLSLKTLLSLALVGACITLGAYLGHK
Bcl-W Bim block = disrupts Bim peptide binding to human Bcl-W; Q92843; bead-based flow cytometry; inhibition, % at 10 µM; 190,000 compounds, 0.02% hits;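 also: 0% = bound tracer without compound and 100% = peptide blocker; higher means less fluorescent Bim peptide bound to Bcl-W beads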
* = called active by the depositor; ? = inconclusive; nt = not tested or not shown. Rule as the data show it, unless noted: active = inhibition above about 40%.

| SMILES | RGS8-Gao | Mcl1 Bid PPI | RGS4-Gao reg | Mcl-1 Bim block | Bfl-1 Bim block | RGS7-Gao reg | Bim-Bcl-XL | Mcl1 Noxa PPI | Bim-Bcl-B | Bim-Bcl-2 | Bcl-W Bim block |
| --- | --- | --- | --- | --- | --- | --- | --- | --- | --- | --- | --- |
| CC(=O)Nc1ccccc1Sc1ccccc1 | 100 | -8 | 103 | 0 | -9 | 104 | -6 | 1 | -4 | -6 | 2 |
| COc1ccc(CN(CC2CCC(C(=O)O)CC2)C(=S)Nc2ccccc2OC)cc1 (centres undefined) | 98 | -37 | 99 | -6 | 0 | 90 | -4 | 7 | 0 | -7 | -3 |
| S=C(c1ccc2c(c1)OCO2)N1CCCC1 | 111 | -18 | 105 | -5 | -7 | 102 | -1 | 8 | -6 | -9 | -7 |
| Cc1ccc(C(NC(=O)N2CC(C)OC(C)C2)C(Cl)Cl)cc1F (centres undefined) | 101 | -19 | 99 | -5 | -2 | 103 | -6 | 17 | -3 | -3 | -5 |
| O=C(COc1cccc(F)c1)Oc1ccc(C(=O)c2ccccc2)cc1 | 102 | -16 | 97 | -2 | -8 | 95 | -2 | 16 | -7 | -5 | -3 |
| Cc1ccccc1Cn1cnc2c(NS(C)(=O)=O)c(C)c(C)cc21 | 102 | -9 | 105 | -5 | -7 | 102 | 1 | 46 | -10 | -6 | 4 |
| O=C1CN(c2nc(-c3cccnc3)nc3sc4c(c23)CCCC4)CCN1 | 113 | -7 | 114 | 0 | 5 | 116 | 0 | 8 | 0 | 0 | 0 |
| COc1ccc(-n2nc(C)cc2N)cc1 | 100 | -20 | 99 | -4 | 5 | 96 | -4 | 7 | -1 | -1 | -4 |
| COc1ccc(NC(=O)CSc2nc3ccccc3c(=O)n2CCCN2CCC(C)CC2)c(OC)c1 | 102 | -23 | 99 | -2 | -4 | 97 | -4 | 6 | -5 | -1 | -5 |
| COc1ccc(C(=O)N2CCN(C(=O)c3ccncc3)CC2)cc1 | 101 | 9 | 100 | -1 | -14 | 103 | -3 | nt | -9 | -12 | 0 |
| CCC1(c2ccc(F)cc2)NC(=O)N(CC(=O)Nc2cc(S(=O)(=O)N(C)C)ccc2Cl)C1=O (centres undefined) | 102 | -1 | 101 | -4 | -7 | 100 | -2 | 3 | -5 | -4 | -3 |
| C=CCn1c(N)c(C(=O)OC(C)(C)C)c2nc3ccccc3nc21 | 102 | -45 | 103 | -1 | -3 | 103 | 0 | 8 | 0 | -2 | -4 |
| O=C1C2CC=C(Cl)CC2C(=O)N1CCc1c[nH]c2ccccc12 (centres undefined) | 99 | -46 | 94 | 5 | -1 | 96 | 4 | 19 | 9 | 2 | 4 |
| Cn1c(=O)[nH]c(=O)c2c1nc(N1CCOCC1)n2CC(O)COc1ccc2ccccc2c1 (centres undefined) | 101 | -23 | 101 | -5 | -20 | 102 | -7 | -3 | -9 | -9 | -2 |
| CNC(=S)N1N=C(c2ccccc2)CC1c1ccccc1Cl (centres undefined) | 93 | -54 | 91 | -76 | -5 | 87 | -3 | -6 | -12 | -7 | -2 |
| CC1CC(C)(C)NC(=S)N1CCC(=O)NCc1ccc(Cl)cc1 (centres undefined) | 96 | -31 | 92 | -1 | -3 | 93 | -5 | 8 | -6 | -2 | -3 |
| CCCOc1ccc(C2c3c(oc4ccccc4c3=O)C(=O)N2CCN(CC)CC)cc1OC (centres undefined) | 109 | -37 | 101 | 1 | 24 | 99 | -1 | 7 | 0 | 3 | 2 |
| O=C(CCC(=O)NNC(=O)c1ccc([N+](=O)[O-])cc1)NCc1ccccc1 | 102 | -15 | 104 | -1 | -2 | ? | -5 | -12 | -2 | 0 | -1 |
| O=C(Nc1ccccc1)Nc1nc(-c2ccc(Cl)cc2)cs1 | 103 | -9 | 103 | -4 | -12 | 112 | -9 | 3 | -10 | -7 | -5 |
| CCN(CC)c1ccc(NC(=S)NC(=O)Cc2ccccc2)cc1 | 101 | -80 | 101 | -1 | 0 | 103 | -2 | 28 | -3 | 0 | -3 |
| Cc1ccc2nc(C)c(C(=O)N/N=C/c3cccs3)n2c1 | 113 | -43 | 107 | -7 | -4 | 106 | -7 | 1 | -6 | 2 | -5 |
| CCOc1ccc(N2C(=O)CC(NCCNc3ccc(C(=O)c4cccs4)cc3)C2=O)cc1 (centres undefined) | 107 | -50 | 101 | 4 | 0 | 100 | 2 | 3 | 4 | 0 | 3 |
| COc1ccc2oc(=O)c(NC(=O)C3CCCCC3)cc2c1 | 106 | 3 | 106 | 5 | -12 | 113 | -4 | 3 | -1 | 1 | 2 |
| Cc1ccc2sc(N(CCCN(C)C)C(=O)c3nc4ccccc4s3)nc2c1C | 104 | 8 | 108 | 10 | 10 | 100 | 10 | 23 | -7 | 13 | 7 |
| Cc1ccc2oc(=O)c3cnn(CC(=O)N(Cc4ccco4)C4CCCCC4)c3c2c1 | 101 | -26 | 103 | -1 | -10 | 98 | -3 | 2 | -5 | -9 | 0 |
| CCCCN(CC)C(=O)Cc1c(C(=O)O)[nH]c2ccc(Cl)cc12 | 101 | 4 | 103 | -6 | -1 | 101 | -8 | 25 | -5 | 1 | -8 |
| CCn1c(SCC(=O)NCCOc2ccccc2)nc2ccccc2c1=O | 86 | -27 | 74 | -3 | -4 | 90 | 9 | 9 | -1 | -3 | -2 |
| CCCCN(C)C(=O)c1c[nH]c2ccc(S(=O)(=O)N3CCOCC3)cc2c1=O | 101 | 15 | 101 | -4 | -9 | 98 | -6 | 12 | -6 | -9 | -4 |
| CCCCn1c(SCC(N)=O)nnc1-c1cc(OC)c(OC)c(OC)c1 | 108 | -14 | 105 | -4 | 0 | 104 | -1 | -4 | -2 | -3 | -4 |
| O=C(CCn1c(SCC(=O)c2ccccc2)nc2ccccc2c1=O)NCc1ccc(F)cc1 | 97 | -5 | 95 | -4 | -2 | 95 | -1 | 18 | 0 | 0 | -2 |
| COc1cc(C(C)=O)ccc1Oc1ncnc2c1cnn2-c1ccc(F)cc1 | 100 | -9 | 100 | -3 | -6 | 99 | -10 | -12 | -5 | -4 | -5 |
| COC(=O)CNC(=O)CNC(=O)Nc1ccccc1 | 99 | -3 | 99 | -1 | -15 | 98 | -7 | 0 | -5 | -6 | 0 |
| Cc1ccc(CNCCC2=CCCCC2)cc1 | 95 | -14 | 96 | 3 | -9 | 94 | -4 | -5 | -5 | 1 | 0 |
| Oc1ccc2ccccc2c1C1Nc2cccc3cccc(c23)N1 | 97 | 20 | 89 | 1 | 3 | 83 | 0 | 51* | -1 | 0 | 0 |
| COc1ccc2[nH]c(=O)c(CNc3ccccc3C)cc2c1 | 101 | -61 | 101 | nt | nt | ? | nt | 13 | nt | nt | nt |
| Cc1cc(C(=O)COc2ccc(F)cc2Br)c(C)n1C | 100 | -26 | 100 | -3 | -5 | ? | -6 | -2 | -7 | -11 | -6 |
| CCOC(=O)C(=NC(C)C)NNc1cc(Cl)ccc1Cl | 101 | -24 | 101 | 0 | -13 | 102 | -2 | 19 | -7 | -6 | -1 |
| Cc1ccc(N(CC(=O)N2CCN(C3CCCCC3)CC2)S(=O)(=O)c2cccnc2)cc1 | 135 | -15 | 109 | -4 | -3 | 108 | 1 | -2 | -3 | 0 | -3 |
| CC1=C/C(=C\c2ccc3c(c2)OCO3)C(=O)S1 | 97 | -2 | 96 | -2 | -13 | 95 | -6 | 10 | -11 | -9 | 0 |
| O=C(O)c1cc(Cl)c2c(c1)OCO2 | 101 | -30 | 102 | nt | nt | ? | nt | -2 | nt | nt | nt |
| Cc1nc(NC(=O)c2cc(-n3cnnc3)ccc2Cl)ccc1Br | 104 | -6 | 103 | -1 | 7 | 101 | -3 | -3 | -3 | -2 | 1 |
| N=C1C(=O)OCC1c1cc(Cl)ccc1NC(=O)Nc1ccccc1 (centres undefined) | 88 | -18 | 97 | -1 | 9 | 97 | -4 | -3 | 1 | -4 | 1 |
| CC1CN(C(=O)c2c(Br)cnn2C)CC(C)O1 (centres undefined) | 100 | -6 | 103 | -1 | -13 | 97 | -7 | 17 | -8 | -10 | -1 |
| O=C(NC1CCN(C(=O)Nc2ccccc2Cl)CC1)c1ccccc1 | 101 | -3 | 101 | 0 | -8 | 103 | 0 | 7 | -2 | -3 | 0 |
| COC(=O)c1cc(OC)c(OC)cc1NC(=O)c1c(-c2ccccc2Cl)noc1C | 98 | -17 | 94 | -1 | -5 | 95 | -7 | 3 | -6 | -7 | -4 |
| CCOc1ccc(C(=O)N/N=C/c2cccc3cccnc23)cc1 | 91 | -39 | 93 | -2 | 6 | 87 | 0 | -73 | 1 | 2 | -1 |
| O=C(Oc1ccccc1C(=O)Nc1ccccc1)c1ccccc1Br | 97 | 3 | 99 | 0 | 2 | 101 | -3 | 3 | -4 | 2 | 0 |
| Cc1cc(O)cc(O)c1C(=O)Cc1cnn(-c2ccccc2)c1 | 101 | -13 | 104 | 1 | -2 | 101 | 0 | 12 | -2 | 0 | 0 |
| COC(=O)C1(C)NC(=O)c2ccccc2N1 (centres undefined) | 96 | 9 | 96 | -3 | -4 | 94 | -4 | -3 | -7 | -4 | -3 |
| CC(C)c1ccc(CN2CC(C(=O)Nc3ccccc3)CC2=O)cc1 (centres undefined) | 105 | -12 | 105 | 0 | -2 | 102 | -2 | 2 | 2 | -2 | 0 |

Other structures.
Under each structure – RGS8-Gao, Mcl1 Bid PPI, RGS4-Gao reg, Mcl-1 Bim block, Bfl-1 Bim block, RGS7-Gao reg, Bim-Bcl-XL, Mcl1 Noxa PPI, Bim-Bcl-B, Bim-Bcl-2, Bcl-W Bim block
Cc1ccc(NS(=O)(=O)c2ccc(C3CCCCC3)cc2)cc1
  102, -2, 100, -4, -12, 102, -5, 11, -3, -9, -4
S=c1[nH]nc(-c2ccccc2)o1
  98, -5, 89, 0, 7, 89, -3, 8, -24, 0, -2
O=C(CSc1nnc(Cc2ccccc2)o1)NC1CC2CCC1C2 (centres undefined)
  97, -5, 98, -3, 0, 100, -2, 16, 0, -3, -2
Clc1cccc(NCc2nnc3n2CCCCC3)c1
  103, 1, 101, -1, -6, 106, 1, 25, -2, -2, -3
CCn1c(C(=O)NCCCN2CCc3ccccc3C2)cc2sccc21
  102, -19, 102, -1, -2, 103, -5, 16, -5, -3, -3
Cn1c(=O)c2c(nc(N/N=C/c3cccs3)n2Cc2ccccc2)n(C)c1=O
  98, -33, 97, 7, -4, 95, -12, 20, -13, -7, -8
Cc1ccc(S(=O)(=O)N2CCN(c3cnn(C)c(=O)c3Cl)CC2)cc1
  99, -7, 101, 0, -6, 99, -2, -2, -5, -5, -2
Cc1onc(-c2ccccc2)c1C(=O)N(Cc1ccccn1)Cc1ccccn1
  100, -1, 100, nt, nt, ?, nt, 6, nt, nt, nt

Gathered by group: the compounds so far with a COOH group.
Under each structure – RGS8-Gao, Mcl1 Bid PPI, RGS4-Gao reg, Mcl-1 Bim block, Bfl-1 Bim block, RGS7-Gao reg, Bim-Bcl-XL, Mcl1 Noxa PPI, Bim-Bcl-B, Bim-Bcl-2, Bcl-W Bim block
COc1ccc(CN(CC2CCC(C(=O)O)CC2)C(=S)Nc2ccccc2OC)cc1 (centres undefined)
  98, -37, 99, -6, 0, 90, -4, 7, 0, -7, -3
CCCCN(CC)C(=O)Cc1c(C(=O)O)[nH]c2ccc(Cl)cc12
  101, 4, 103, -6, -1, 101, -8, 25, -5, 1, -8
O=C(O)c1cc(Cl)c2c(c1)OCO2
  101, -30, 102, nt, nt, ?, nt, -2, nt, nt, nt
